TRPV1 agonist: HTS Assay for Compounds that Act as Agonists of the Vanilloid Receptor 1; Transient receptor potential cation channel subfamily V member 1 (Homo sapiens), Q8NER1; TRPV1-expressing cells, Fluo-8 calcium influx, agonist mode; activation, % at 8.33 µM; hit rate 0.19% among 320,000; AID 540275, 2011; in the data active means activation above about 80%; inconclusive means between about 30% and that limit; further: 0% is about no effect
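TRPV1-expressing cells were cultured overnight at 35.5C and loaded with Fluo-8 calcium dye for 40 to 90 min at room temperature. After a 10 s baseline, compound was added and calcium influx was read kinetically for 3 min (ex 480/em 520 nm).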
CXXC DNA block: qHTS Fluorescence Polarization Assay for Inhibitors of MLL CXXC domain - DNA interaction; hit rate 0.037% among 290,000; MLL-CXXC / FITC-HOXA9 DNA fluorescence polarization; Histone-lysine N-methyltransferase 2A (Homo sapiens), Q03164; Potency, µM (top dose mostly 115 µM), inactives show at the top dose activity change, negative = inhibition, actives largely listed as inhibitors; active means well fitted inhibition curve with a large enough effect in the polarisation, with a control signal flat, not every such curve was filed as active; inconclusive means small, poorly fitted or top-dose-only effect, or effect the other way, or a change in a side signal; inactive means no such curve, though single readings can be large or run the other way; the % refers to the polarisation; further: potency means the concentration at half of the fitted maximal effect
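Purified MLL-CXXC (added from a 7 uM solution) was preincubated 5 min at ambient with pinned compounds in 50 mM Tris-HCl pH 7.5, 50 mM NaCl, 1 mM DTT, 0.05% BSA. Fluorescein-labeled HOX-A9 DNA (50 nM solution) followed, 30 min, then polarization read.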
MBNL1 CUG block: qHTS Assay for Inhibitors of MBNL1-poly(CUG) RNA binding. hit rate 0.036% among 280,000. Potency, µM (top dose mostly 57.5 µM), inactives show top-dose activity change, negative = inhibition, actives largely listed as inhibitors. TR-FRET MBNL1-His/biotin-(CUG)12 binding, 665/545 ratio. Muscleblind-like protein 1 (Homo sapiens), Q9NR56; active means well fitted inhibition curve with a large enough effect in the signal ratio, with a control signal flat, not every such curve was filed as active; inconclusive means small, poorly fitted or top-dose-only effect, or effect the other way, or a change in a side signal; inactive means no such curve, though single readings can be large or run the other way; the % refers to the signal ratio; further: potency means the concentration at half of the fitted maximal effect; on the % scale 0 is the no-effect control and ±100 the full control effect
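Ratiometric TR-FRET (665 over 545 nm, excitation 340 nm) tracks disruption of MBNL1-His/biotin-(CUG)12 complex after 60 min at room temperature, with compounds at 92 nM to 58 uM final.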
KCNH2 WT inh: qHTS for Inhibitors of KCHN2 3.1: Wildtype qHTS; U2OS, BacMam KCNH2, thallium flux FluxOr; hits give low values; activity change, % at 1.84 µM; hit rate 0.37% among 340,000; AID 720551, 2013;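 active means maximum activity change below -70%; inconclusive means maximum activity change between -70% and -50%; inactive means maximum activity change above -50%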; further: on the % scale 0 is the no-effect control and ±100 the full control effect
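U2OS cells were transduced with wild-type KCNH2 virus (2.03 x 10^8 / mL) for 4 h at room temperature, then cultured overnight at 37 C. Thallium flux was read with FluxOr dye. Rate constants were normalized to DMSO controls.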
KCNH2 3.1 block: qHTS for Inhibitors of KCHN2 3.1: Mutant qHTS. U2OS KCNH2 3.1, thallium flux FluxOr; hits give low values. activity change, % (tested at about 1.8 µM). hit rate 0.95% among 340,000. AID 720553, 2013;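 active means maximum activity change below -70%; inconclusive means maximum activity change from -70% to -50%; inactive means maximum activity change above -50%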;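 further: thallium influx rate constant from kinetic fluorescence after stimulation buffer; on the % scale 0 is the no-effect control and ±100 the full control effect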
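U2OS cells transduced with KCNH2 3.1 mutant virus (1.77 x 10^8 /mL, 4 h), plated overnight at 37 C, loaded 45 min with FluxOr dye plus Red40 quencher. Thallium flux rate constant from kinetic reads after stimulation buffer, normalised to controls.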
Coupling enz: qHTS Assay for Inhibitors of Fructose-1,6-bisphosphate Aldolase from Giardia Lamblia: Coupling assay counterscreen. coupling enzyme system counterscreen, AmpLite Red fluorescence. activity change, negative = inhibition, % at 58.2 µM, hits read low. hit rate 0.67% among 290,000. AID 2472, 2010; in the data active means activity change below about -30%; further: on the % scale 0 is the no-effect control and ±100 the full control effect
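Activity here indicates interference with the coupling reaction, not aldolase inhibition. Compounds at 57.5 uM final met coupling enzymes for 10 min at RT; substrate and AmpLite Red detection followed, with a 525/598 nm fluorescence read after 20 min.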
AT treatment: qHTS Assay for Identifying a Potential Treatment of Ataxia-Telangiectasia. hit rate 0.19% among 320,000. Potency, µM (top dose mostly 57.5 µM), for inactives: top-dose activation, most hits filed as activators. AID 485349, 2010. […] A-T fibroblasts, KAP-1 phosphorylation AlphaLISA; neocarzinostatin DNA damage 30 min before lysis; further: potency means the concentration at half of the fitted maximal effect; % of control where 0% means no effect; nearly all actives have a fitted effect of over 45% in size
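ATM-like activity read as KAP-1 phosphorylation via AlphaLISA donor/acceptor antibody pairs after lysis and 6 hr at 25C. Cells were ATM-null patient fibroblasts ([…], hTERT), dosed 60 min, then exposed to the DSB inducer NCS for 30 min.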
a7 integrin act: qHTS for Activators of Integrin-Mediated Alleviation for Muscular Dystrophy | AID 624291, 2012 | Potency, µM (top dose mostly 38.3 µM), inactives show top-dose activation, hits mostly activators | alpha7betagal myoblasts, beta-gal FDG fluorescence, 48 h | hit rate 0.064% among 350,000;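 further: potency means the concentration at half of the fitted maximal effect; 100% = response of the positive control SU9516; nearly all actives have a fitted effect of over 60% in size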
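alpha7betagal+/- myoblasts (passage 13, 250/well) treated 48 h at 37C with compounds at 1:260 dilution of DMSO stock. Lysed, then beta-galactosidase activity read as FDG fluorescence (ex 480/em 540) after 30 min, with pre-read for autofluorescence.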
ASM inhibitor: Inhibitors of Secretory Acid Sphingomyelinase (S-ASM): qHTS | placental ASM, HMU-PC fluorogenic substrate, 60 min | Potency, µM (doses to about 57.5 µM), inactives show top-dose activity change, negative = inhibition, usual class: inhibitors | hit rate 0.006% among 340,000; further: potency means the concentration at half of the fitted maximal effect
Target sequence (P17405 47-631 limits assumed): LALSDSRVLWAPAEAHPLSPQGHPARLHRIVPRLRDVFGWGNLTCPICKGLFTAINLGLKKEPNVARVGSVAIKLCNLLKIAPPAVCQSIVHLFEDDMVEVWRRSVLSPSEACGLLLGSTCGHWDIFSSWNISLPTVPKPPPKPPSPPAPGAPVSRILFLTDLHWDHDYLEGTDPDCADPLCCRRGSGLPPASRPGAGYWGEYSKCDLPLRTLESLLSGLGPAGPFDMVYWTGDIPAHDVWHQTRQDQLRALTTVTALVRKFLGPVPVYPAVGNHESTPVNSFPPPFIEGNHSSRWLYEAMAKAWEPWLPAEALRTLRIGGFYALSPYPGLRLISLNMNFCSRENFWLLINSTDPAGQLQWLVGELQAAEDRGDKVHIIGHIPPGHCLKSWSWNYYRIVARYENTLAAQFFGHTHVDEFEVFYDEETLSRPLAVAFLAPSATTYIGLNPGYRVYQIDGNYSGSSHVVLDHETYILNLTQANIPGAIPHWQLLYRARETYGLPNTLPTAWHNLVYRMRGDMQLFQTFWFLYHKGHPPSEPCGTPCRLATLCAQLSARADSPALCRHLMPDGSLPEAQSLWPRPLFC
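HMU-PC0 cleavage (9 uM final) by human placental ASM, 60 min at 37 °C following 10 min compound exposure at RT; stopped at pH 10, fluorescence Ex 386/Em 447 nm.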
GALK inhibitor: qHTS Assay for Inhibitors of Human Galactokinase (GALK); P51570; Purified GALK, Kinase-Glo residual ATP luminescence; Potency, µM (top dose mostly 57.5 µM), for inactives: at the top dose activity change, negative = inhibition, actives largely listed as inhibitors; hit rate 0.007% among 270,000; AID 1868, 2009; further: potency means the concentration at half of the fitted maximal effect; on the % scale 0 is the no-effect control and ±100 the full control effect
Target sequence (P51570 whole entry, looked up): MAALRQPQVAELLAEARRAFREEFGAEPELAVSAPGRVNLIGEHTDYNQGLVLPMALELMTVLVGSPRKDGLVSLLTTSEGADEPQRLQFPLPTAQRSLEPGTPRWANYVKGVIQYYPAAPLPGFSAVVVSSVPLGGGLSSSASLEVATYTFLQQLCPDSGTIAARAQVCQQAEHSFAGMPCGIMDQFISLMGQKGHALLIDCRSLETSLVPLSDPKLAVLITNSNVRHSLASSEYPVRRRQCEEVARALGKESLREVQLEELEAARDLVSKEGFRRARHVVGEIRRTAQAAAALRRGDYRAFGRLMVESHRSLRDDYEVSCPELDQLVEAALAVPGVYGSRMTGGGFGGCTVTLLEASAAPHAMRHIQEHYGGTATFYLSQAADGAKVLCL
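Quantitative HTS: GALK 5 nM, ATP 35 uM, galactose 100 uM, 1 h room temperature, then luciferase-based ATP detection.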
Starred values were filed as active, the others as inactive; ? = inconclusive; · = not tested or not shown; [ ] = remark or other dose. Unless noted, the call rests on the fitted dose curve; in most records, active means well fitted curve in the direction sought with a large enough effect; inconclusive means small, poorly fitted or top-dose-only effect, or another doubt; inactive means no such curve, though single readings can be large; an effect the other way counts as inactive or inconclusive.

SMILES | TRPV1 agonist | CXXC DNA block | MBNL1 CUG block | KCNH2 WT inh | KCNH2 3.1 block | Coupling enz | AT treatment | a7 integrin act | ASM inhibitor | GALK inhibitor
O=C(CCCCCCCC(=O)c1ccccc1)c1ccccc1 | 8 | 5% | 1% | 10 | -3 | -3 | 22% | 4% | 8% | 1%
NC(=O)c1cc(S(=O)(=O)NCc2ccccc2)cs1 | -3 | -3% | -3% | -6 | 14 | 2 | 0% | 4% | 0% | 3%
COc1cccc(OCc2nn[nH]n2)c1 | 0 | -6% | -5% | 14 | 1 | 2 | -1% | -19% | 1% | 3%
C=CCn1c(SCC(=O)NC2CCS(=O)(=O)C2)nc2scc(C3CC3)c2c1=O (configuration not stated) | -3 | 12% | 19% | 10 | -1 | -1 | -1% | -4% | 2% | 4%
COc1cc(OC)c(OC)cc1CNC(=O)c1ccc(S(=O)(=O)N2CCCCC2)cc1 | 0 | · | · | 32 | -9 | · | -8% | 1% | 0% | ·
CC1CCN(C(=O)COC(=O)CSc2ccc(C(N)=O)cc2[N+](=O)[O-])CC1 | 3 | · | · | -33 | 3 | · | -4% | 27% | 2% | ·
CCCn1c(N)c(C(=O)CSc2nnc(C3CC3)n2C2CC2)c(=O)[nH]c1=O | · | · | · | 3 | 10 | · | -1% | 23% | 2% | ·
CCNc1nc(NCC)n2c(SCC(=O)Nc3ccccc3Cl)nnc2n1 | 0 | · | · | 1 | 1 | · | -3% | -3% | · | ·
Cc1ccc(NC(=O)c2noc3c2CC(C(C)(C)C)CC3)cc1 (configuration not stated) | ? | 2% | 2% | -24 | -8 | 2 | -1% | 36% | 3% | -2%
COc1ccccc1CN1CCCC(C(=O)N2CCCCC2)C1 (configuration not stated) | 1 | -1% | -6% | 6 | 6 | 0 | 2% | -5% | 0% | 1%
C[C@H](CO)N1C[C@H](C)[C@@H](CN(C)C(=O)NC2CCCCC2)Oc2c(NC(=O)C3CCCCC3)cccc2C1=O | · | · | · | -5 | · | · | 1% | -19% | 0% | ·
CC(NC(=O)c1nn(C)c2c1CS(=O)(=O)c1ccccc1-2)c1ccccc1 (configuration not stated) | 2 | -2% | -2% | -2 | -2 | 1 | 3% | -15% | 2% | 4%
O=[N+]([O-])c1cccc(Nc2c([N+](=O)[O-])ccc3nonc23)c1 | -4 | -1% | ? | -1 | 6 | 0 | -8% | ? | -3% | ·
CCNC(=O)OCCC12CC3CC(CC(C3)C1)C2 | ? | 3% | -6% | -4 | -1 | 3 | 2% | 7% | 2% | 2%
O=C(NC(=S)NCCCN1CCOCC1)c1cccc2ccccc12 | 13 | 6% | ? | -13 | -6 | 3 | 1% | ? | 1% | 4%
CC1CCCC(C)N1C(=O)CSc1nc2ncnc(N)c2[nH]1 (configuration not stated) | 1 | 6% | 5% | 3 | 4 | 1 | 0% | 6% | 1% | 6%
Cc1cc(C)cc(NC(=O)C(OC(=O)Cn2cnc3c2c(=O)n(C)c(=O)n3C)c2ccccc2)c1 (configuration not stated) | -3 | · | · | -4 | 0 | · | 1% | -7% | -4% | ·
COCCN(Cc1ccccc1)C(=O)Cc1ccc(OC)c(S(=O)(=O)N2CCOCC2)c1 | -2 | · | · | -6 | 2 | · | 1% | 5% | 2% | ·
O=C(CN(Cc1ccco1)C(=O)CNS(=O)(=O)c1ccc(F)cc1)NCc1ccccc1 | 0 | 1% | 2% | 33 | 15 | -3 | -3% | -8% | -2% | 4%
O=C(NCCN1CCCCCC1)C1CCC(CNS(=O)(=O)c2cccc3cccnc23)CC1 (configuration not stated) | 1 | 2% | 0% | 7 | 11 | 0 | 14% | -12% | -1% | 3%
O=C(NC(NC1CCS(=O)(=O)C1)C(=O)c1cccs1)c1ccccc1 (configuration not stated) | 1 | 2% | -6% | 3 | 2 | 1 | 3% | -27% | -2% | -7%
CC(=O)N1CCOc2cc(S(=O)(=O)N3CCN(c4ccccc4)CC3)c(Cl)cc21 | 16 | · | 6% | -2 | -3 | 2 | -10% | -17% | -7% | ·
COc1cc(OC)cc(C(=O)Nn2cc(C(=O)Nc3ccc(F)cc3F)c3ccccc3c2=O)c1 | 1 | 5% | 3% | -1 | 3 | -1 | 3% | 11% | · | ·
C[C@H](CO)N1C[C@H](C)[C@@H](CN(C)S(=O)(=O)c2ccccc2)Oc2c(NS(=O)(=O)c3cccs3)cccc2C1=O | · | · | · | 20 | -5 | · | 0% | -9% | 2% | ·

3 of the entries above in order of their number in CXXC DNA block, highest first:
SMILES	CXXC DNA block
COc1cc(OC)cc(C(=O)Nn2cc(C(=O)Nc3ccc(F)cc3F)c3ccccc3c2=O)c1	5%
CCNC(=O)OCCC12CC3CC(CC(C3)C1)C2	3%
O=C(CN(Cc1ccco1)C(=O)CNS(=O)(=O)c1ccc(F)cc1)NCc1ccccc1	1%

Going on with the list:
SMILES | TRPV1 agonist | CXXC DNA block | MBNL1 CUG block | KCNH2 WT inh | KCNH2 3.1 block | Coupling enz | AT treatment | a7 integrin act | ASM inhibitor | GALK inhibitor
COCCn1c(-c2ccccc2)nc2c(c(=O)c3ccccc3n2C)c1=O | 12 | 19% | ? | · | · | 0 | -3% | · | · | 1%
CC1(C)CC(O)(CNCc2ccc3c(c2)OCO3)CCO1 (configuration not stated) | -1 | -9% | -9% | -15 | -1 | 0 | -1% | 0% | 3% | 5%
Oc1ccccc1-c1n[nH]c(=S)n1Cc1ccccc1 | -3 | 35%[activator] | 5% | 15 | 6 | -2 | -10% | ? | 0% | 1%
Cc1cnc(-c2nnc(N(C)C(=O)c3cccnc3)s2)cn1 | 3 | 0% | 12% | 5 | 0 | 1 | 8% | 19% | 4% | 8%
Fc1ccc(COc2ccc(/C=N/n3cnnc3)cc2)cc1 | 5 | 5% | 7% | -8 | -7 | 3 | 5% | 14% | -4% | 5%
CC(C)(C)NC(=O)C(c1ccncc1)N(CC1CCCO1)C(=O)Cn1nnc(-c2ccc(F)cc2)n1 (configuration not stated) | 1 | -10% | -4% | 10 | 4 | 0 | -1% | 4% | 1% | 1%
CCn1ccnc1CN1CCN(CCC(C)C)C(CCO)C1 (configuration not stated) | 0 | -3% | -8% | 4 | 1 | -2 | -1% | -3% | -1% | -2%
COc1ccc(NC(=O)c2nn(C)c(C(=O)Nc3ccc(OC)cc3)c2[N+](=O)[O-])cc1 | 2 | 16% | 1% | -21 | 8 | 2 | 8% | -3% | 0% | 4%
Fc1ccc(-c2cnc[nH]2)cc1 | -5 | -3% | 1% | -6 | 2 | 1 | -5% | 29% | 5% | 0%
O=C(CCCl)Nc1nnc(SCC(=O)NC2CCCC2)s1 | -2 | 7% | -7% | -6 | 5 | 2 | -1% | -68%[inhibitor] | 3% | 1%
O=C(Nc1ccccc1-c1nnn(CC(=O)N2CCCc3ccccc32)n1)c1ccc(Cl)cc1 | 8 | 1% | 4% | 4 | -4 | -2 | -3% | -15% | -2% | -2%
COc1ccc(S(=O)(=O)NCC(c2ccc3c(c2)OCO3)N2CCN(C)CC2)cc1OC (configuration not stated) | -4 | · | · | -3 | -6 | · | -7% | 7% | 6% | ·
COC(=O)CCNS(=O)(=O)c1ccc2nsnc2c1 | -1 | · | · | -10 | -3 | · | 3% | -4% | 2% | ·
CC(C(=O)N1CCOCCOCCOCC1)N1C(=O)c2ccccc2C1=O (configuration not stated) | 0 | -8% | 1% | -1 | -9 | 0 | -7% | -1% | -2% | 7%
CCOC(=O)c1nc(N/N=C/c2ccccc2)sc1Br | 2 | 25% | 5% | -8 | -14 | -1 | 2% | -23% | -2% | -3%
CC(C)OCCCNC(=O)C1CCC(CNS(=O)(=O)c2ccccc2)CC1 (configuration not stated) | -1 | 8% | -10% | 5 | -85* | -1 | -4% | -20% | 7% | ·
CC(CC(=O)Nc1ccc(F)cc1)S(=O)(=O)c1ccc2c(c1)NC(=O)CO2 (configuration not stated) | 1 | 35% | -7% | -11 | -1 | -1 | 2% | 16% | 2% | 0%
CCOc1cc(C(=O)OCc2cccc(OC)c2OC)ccc1OCC(=O)N1CCOCC1 | 4 | · | · | 4 | 6 | · | 1% | 7% | 5% | ·
Cc1[nH]nc2c1[C@@H](c1ccccc1[N+](=O)[O-])C(C#N)=C(N)O2 | -4 | 4% | 11% | -24 | -30 | -6 | -11% | -24% | 100%[activator] | 2%

Source: PubChem (National Center for Advancing Translational Sciences (NCATS))
